mut p53 react: re-activators of the mutant p53 pathway; SW480 PUMA-promoter luciferase, p53 mutant reactivation; activation, % at 9.98 µM; 28,000 tested, 1.5% active; AID 624151; in the data active = activation above about 52%
STK33 inh: inhibitors of human STK33 kinase. Q9BYT3. ADP-Glo luminescence, MBP substrate. 27,000 tested, 0.44% active. inhibition, % at 12.5 µM. AID 2322; in the data active = inhibition above about 20%
Target sequence (Q9BYT3 whole entry, looked up): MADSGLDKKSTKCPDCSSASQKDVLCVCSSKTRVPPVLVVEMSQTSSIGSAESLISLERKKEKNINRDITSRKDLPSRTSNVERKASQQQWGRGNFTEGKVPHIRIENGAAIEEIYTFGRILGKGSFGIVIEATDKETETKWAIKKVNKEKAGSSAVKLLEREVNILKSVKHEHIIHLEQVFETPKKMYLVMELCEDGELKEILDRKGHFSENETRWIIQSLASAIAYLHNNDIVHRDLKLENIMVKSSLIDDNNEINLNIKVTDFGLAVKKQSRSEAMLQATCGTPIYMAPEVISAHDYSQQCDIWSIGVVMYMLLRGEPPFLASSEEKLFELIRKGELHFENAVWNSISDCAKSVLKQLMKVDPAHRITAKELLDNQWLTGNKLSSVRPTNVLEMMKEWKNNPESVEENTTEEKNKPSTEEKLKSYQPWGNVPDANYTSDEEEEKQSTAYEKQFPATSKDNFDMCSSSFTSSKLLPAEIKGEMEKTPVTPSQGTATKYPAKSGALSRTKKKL
An asterisk follows results filed as active; . = no result given. This is a subset; the hit share may differ from the screen's.

Values run as follows: mut p53 react | STK33 inh
- CCOC(=O)c1c(NC(=O)C2CC(c3cccc(Br)c3)=NO2)sc(C(=O)OC)c1C (configuration not stated)
→ -6 | 4
- O=C(COc1ccccc1C(=O)Nc1ccccc1)Nc1ccc([N+](=O)[O-])cc1
→ -5 | 9
- C[C@@H]1CN([C@H](C)CO)C(=O)Cc2cc(NC(=O)Nc3ccc(C(F)(F)F)cc3)ccc2O[C@H]1CN(C)Cc1ccc(Cl)c(Cl)c1
→ . | -3
- O=C(Cn1ccc([N+](=O)[O-])n1)NCc1ccccn1
→ -1 | 3
- C/C1=C/C[C@]2(C)C(=O)C(=O)C([C@H](C)CO)[C@H]2C/C=C(/C)[C@@H](O)CC/C(C)=C\CC1 (some centres not stated)
→ . | -2
- Cc1ccc2c(c1)c1c(n2CC(O)CO)C(=O)CCC1 (configuration not stated)
→ -12 | 1
- COCCCNC(=O)[C@@]1(C)c2ccccc2C(=O)N(Cc2cc(C(F)(F)F)cc(C(F)(F)F)c2)[C@H]1c1ccc(CO)cc1
→ . | -1
- CCOC(=O)CSc1nc(N)nc(C)c1Cl
→ -1 | 0
- C[C@H]1CN([C@@H](C)CO)C(=O)c2cc(-c3ccncc3)cnc2O[C@@H]1CN(C)C(=O)CN1CCOCC1
→ 16 | .
- CSc1ccccc1NC(=O)Cn1c([N+](=O)[O-])cnc1C
→ -10 | -6
- C[C@@H]1CN([C@H](C)CO)C(=O)c2cc(NC(=O)NC3CCCCC3)ccc2O[C@H]1CN(C)Cc1ccc(Cl)c(Cl)c1
→ -9 | -3
- COc1ccccc1NC(=O)COc1ccc(C(=O)O)cc1OC
→ -13 | 3
- C[C@@H]1CCCCO[C@H](CN(C)Cc2ccc(C(F)(F)F)cc2)[C@@H](C)CN([C@H](C)CO)C(=O)c2cc(NC(=O)c3ccncc3)ccc2O1
→ . | 0
- COc1ccc(OC)c(NC(=O)CN(C)S(=O)(=O)c2c(C)cc(C)cc2C)c1
→ -4 | -2
- O=C(C[C@H]1C[C@H]2c3cc(NC(=O)c4ccc5c(c4)OCO5)ccc3O[C@H]2[C@H](CO)O1)NC1CCCCC1
→ 6 | .
- COc1ccc(CN(C)C[C@H]2OCCCC[C@@H](C)Oc3ccc(NC(=O)NC4CCCCC4)cc3C(=O)N([C@H](C)CO)C[C@@H]2C)cc1
→ . | -1
- Cc1ccc(-n2c(C)nnc2SCC(=O)Nc2ccc(C)cc2Br)cc1
→ -2 | 1
- O=C1c2ccccc2C(=O)N1C1CCN(Cc2ccc(OCCO)cc2)CC1
→ . | -1
- C[C@H]1CN([C@@H](C)CO)C(=O)Cc2cc(NS(=O)(=O)c3ccc(F)cc3)ccc2O[C@@H]1CN(C)S(=O)(=O)c1ccccc1
→ . | 2
- CC(C)NC(=O)Nc1ccc2c(c1)C(=O)N([C@@H](C)CO)C[C@@H](C)[C@@H](CN(C)C)OCCCC[C@@H](C)O2
→ -3 | .
- COc1ccc([N+](=O)[O-])cc1NC(=O)C(C)N(c1ccc(Cl)cc1)S(C)(=O)=O (configuration not stated)
→ -5 | 5
- COc1ccc(NC(=O)CCSc2ccc([N+](=O)[O-])cc2)cc1
→ -2 | -5
- N#CCc1ccc(NC(=O)Cc2ccccc2[N+](=O)[O-])cc1
→ -2 | -5
- CC(=O)c1cccc(NC(=O)CN(C)S(=O)(=O)c2ccc3ccccc3c2)c1
→ 16 | 0
- Cc1ccc(SCCC(=O)Nc2cccnc2)cc1
→ -10 | 1
- C[C@@H]1CCCCO[C@H](CN(C)C)[C@@H](C)CN([C@H](C)CO)C(=O)c2cc(NC(=O)CCC(F)(F)F)ccc2O1
→ 9 | -5
- COc1ccc(CN(C)C[C@@H]2OCCCC[C@@H](C)Oc3ccc(NS(C)(=O)=O)cc3C(=O)N([C@H](C)CO)C[C@@H]2C)cc1
→ . | 1
- CC(C)(C)C1CCc2c(sc(NC(=O)CSc3n[nH]c(-c4ccncc4)n3)c2C#N)C1 (configuration not stated)
→ 1 | -6
- C[C@H]1CN([C@@H](C)CO)C(=O)Cc2cc(NC(=O)CCC(F)(F)F)ccc2O[C@H]1CN(C)C
→ -2 | -2
- Cc1ccc(C(=O)CC(C(=O)O)N2CCN(C)CC2)cc1 (configuration not stated)
→ . | 0

Single records (already shown). Screens in order: mut p53 react | STK33 inh
C[C@H]1CN([C@@H](C)CO)C(=O)Cc2cc(NS(=O)(=O)c3ccc(F)cc3)ccc2O[C@@H]1CN(C)S(=O)(=O)c1ccccc1 as listed: . | 2
Cc1ccc(SCCC(=O)Nc2cccnc2)cc1 as listed: -10 | 1

Back to the main list, starting 2 compounds before the break.
Values run as follows: mut p53 react | STK33 inh
- C[C@H]1CN([C@@H](C)CO)C(=O)Cc2cc(NC(=O)CCC(F)(F)F)ccc2O[C@H]1CN(C)C
→ -2 | -2
- Cc1ccc(C(=O)CC(C(=O)O)N2CCN(C)CC2)cc1 (configuration not stated)
→ . | 0
- CC(C)C(NS(=O)(=O)c1ccc(F)c(Cl)c1)C(=O)O (configuration not stated)
→ 5 | -5
- COc1ccc(Cl)cc1N(CC(=O)Nc1ccccc1Br)S(C)(=O)=O
→ 1 | 3
- CCN(CC(=O)Nc1ccc(Br)cc1F)S(=O)(=O)c1ccc2ccccc2c1
→ 7 | 1
- O=C(Cn1cnc2ccccc2c1=O)Nc1cccc(Cl)c1Cl
→ -15 | 3
- COCC(=O)Nc1sc2c(c1C(=O)OC)C(C(=O)OC)CC2 (configuration not stated)
→ -5 | 1
- C[C@@H]1CN([C@H](C)CO)C(=O)c2cc(NS(=O)(=O)c3ccc(F)cc3)ccc2O[C@H]1CN(C)S(C)(=O)=O
→ -6 | .
- C=CCNC(=O)[C@@H]1[C@H]2C(=O)O[C@H](c3ccccc3)[C@H](c3ccccc3)N2[C@H](c2ccccc2OCCO)[C@@]12C(=O)N(C(=O)OCCOC)c1ccc(C#CC3=CCCCC3)cc12
→ . | 14
- COc1ccc(NC(=O)N(C)C[C@@H]2Oc3ncc(C#Cc4ccc(C(F)(F)F)cc4)cc3C(=O)N([C@H](C)CO)C[C@@H]2C)cc1
→ . | 7
- Cc1ccc(S(=O)(=O)N(C)C[C@H]2Oc3ccc(N(C)C)cc3CC(=O)N([C@H](C)CO)C[C@H]2C)cc1
→ . | 0
- COc1ccc(NC(=O)Nc2ccc3c(c2)CC(=O)N([C@H](C)CO)C[C@@H](C)[C@@H](CN(C)C(=O)Nc2ccc4c(c2)OCO4)O3)cc1
→ . | -2
- Cc1ccc(-c2nnc3c4ccccc4c(C)nn23)cc1S(=O)(=O)N1CCOCC1
→ 13 | -2
- Cn1c(SCC(=O)c2cc(C(C)(C)C)c(O)c(C(C)(C)C)c2)nnc1-c1cccs1
→ 4 | 7
- COc1ccc(Nc2ncnc3ccc(OC)cc23)cc1
→ -17 | .
- C[C@@H]1CCCCO[C@@H](CN(C)C(=O)c2ccncc2)[C@@H](C)CN([C@@H](C)CO)C(=O)c2cc(NC(=O)CCC(F)(F)F)ccc2O1
→ -1 | .
- CCOC(=O)n1ccn(C)c1=S
→ . | 1
- Cc1noc(C)c1NC(=O)Nc1ccc2c(c1)C(=O)N([C@H](C)CO)C[C@@H](C)[C@@H](CN(C)S(=O)(=O)c1cccs1)O2
→ . | 2
- C[C@H]1CN([C@@H](C)CO)C(=O)c2cc(NS(=O)(=O)c3cccs3)ccc2O[C@H]1CN(C)Cc1ccc(C(=O)O)cc1
→ . | -5
- CCn1c(SCc2nc3ccccc3c(=O)[nH]2)nnc1-c1ccccc1F
→ -7 | 2
- COc1ccc(NC(=O)N(C)C[C@H]2Oc3ccc(NS(=O)(=O)c4cn(C)cn4)cc3CC(=O)N([C@@H](C)CO)C[C@@H]2C)cc1
→ . | 1
- C[C@@H]1CN([C@H](C)CO)S(=O)(=O)c2ccc(C#Cc3ccccc3)cc2O[C@H]1CN(C)S(C)(=O)=O
→ -6 | .
- C[C@@H]1CN([C@H](C)CO)C(=O)c2cc(NC(=O)Nc3ccc(F)cc3)ccc2O[C@@H](C)CCCCO[C@H]1CN(C)C
→ -1 | .
- C[C@@H]1CN([C@H](C)CO)C(=O)c2cccc(NS(=O)(=O)c3cn(C)cn3)c2O[C@@H]1CN(C)C
→ 14 | .
- COc1ccc(NC(=O)CSc2cc(C)c3cccc(C)c3n2)cc1
→ -60 | 1
- Cn1nnnc1SCC(=O)Nc1ccc(Br)cc1Cl
→ 46 | 6
- CN1CC(C(=O)NC2(C)OC3(O)C4CCCN4C(=O)C(Cc4ccccc4)N3C2=O)CC2c3cccc4[nH]cc(c34)CC21 (configuration not stated)
→ -3 | .
- COC(=O)C1=C(NC(=O)c2ccc(S(=O)(=O)N3CCOCC3)cc2)CCS1
→ . | -2
- C[C@H]1CN([C@@H](C)CO)C(=O)Cc2cc(NC(=O)c3ccncc3)ccc2O[C@H]1CN(C)C
→ . | 5
- CC(CCO)Nc1nc2c([nH]1)c(=O)n(C)c(=O)n2C (configuration not stated)
→ -21 | 1
- O=C(Cn1cnc2ccccc2c1=O)Nc1ccccc1[N+](=O)[O-]
→ 4 | -3
- CC(C)(O)C(O)Cc1cc2ccc(=O)oc2cc1O (configuration not stated)
→ 16 | .

An excerpt of the results above:
Values run as follows: mut p53 react | STK33 inh
- COc1ccc(CN(C)C[C@@H]2OCCCC[C@@H](C)Oc3ccc(NS(C)(=O)=O)cc3C(=O)N([C@H](C)CO)C[C@@H]2C)cc1
→ . | 1
- CC(C)(C)C1CCc2c(sc(NC(=O)CSc3n[nH]c(-c4ccncc4)n3)c2C#N)C1 (configuration not stated)
→ 1 | -6
- C[C@H]1CN([C@@H](C)CO)C(=O)Cc2cc(NC(=O)CCC(F)(F)F)ccc2O[C@H]1CN(C)C
→ -2 | -2

Other records
Values run as follows: mut p53 react | STK33 inh
- Cc1noc(C)c1NC(=O)N(C)C[C@@H]1Oc2ccc(NC(=O)Cn3cnnn3)cc2C(=O)N([C@H](C)CO)C[C@H]1C
→ 2 | .
- Cc1noc(C)c1NC(=O)Nc1ccc2c(c1)C(=O)N([C@H](C)CO)C[C@H](C)[C@@H](CN(C)C(=O)NC1CCCCC1)O2
→ 3 | .
- O=C(CC(=O)c1ccccc1)c1ccccc1
→ 97* | -2
- COc1ccccc1-c1nnc(SCC(=O)Nc2ccccc2-c2ccccc2)n1C
→ -30 | 0
- Cc1noc(C)c1NC(=O)N(C)C[C@@H]1OCCCC[C@@H](C)Oc2ccc(NC(=O)CCC(F)(F)F)cc2C(=O)N([C@H](C)CO)C[C@H]1C
→ -3 | .
- C[C@@H]1CCCCO[C@@H](CN(C)Cc2ccc3c(c2)OCO3)[C@@H](C)CN([C@@H](C)CO)C(=O)c2cc(NS(=O)(=O)c3cn(C)cn3)ccc2O1
→ -1 | .
- O=C(CSc1nc(-c2ccccc2)cc(=O)[nH]1)Nc1cc(C(F)(F)F)ccc1Cl
→ 2 | 4
- COC(=O)c1cc(OC)c(OC)cc1NC(=O)C1c2ccccc2Oc2ccccc21
→ -5 | 5
- CCn1c(SCc2nc(-c3cccs3)no2)nnc1-c1c[nH]c2ccccc12
→ -12 | -5
- C[C@H]1CN([C@@H](C)CO)C(=O)CCCn2cc(nn2)CO[C@H]1CN(C)C(=O)Nc1ccc(C(F)(F)F)cc1
→ . | 0
- COc1ccc(NC(=O)C2CC(=O)n3c(nc4ccccc43)N2)cc1 (configuration not stated)
→ -3 | 0
- CC(C)C#Cc1cnc2c(c1)C(=O)N([C@H](C)CO)C[C@H](C)[C@@H](CN(C)C(=O)c1cccc(F)c1)O2
→ 8 | .
- C[C@H](CO)N1C[C@H](C)[C@H](CN(C)C(=O)Nc2ccc(C(F)(F)F)cc2)Oc2ccc(NC(=O)Cc3cn(C)c4ccccc34)cc2CC1=O
→ -15 | 0
- C[C@H](CO)N1C[C@H](C)[C@H](CN(C)Cc2ccc(C(=O)O)cc2)Oc2c(cccc2N(C)C)C1=O
→ -7 | -8
- CCn1c2ccccc2c2cc(NC(=O)COc3ccc([N+](=O)[O-])cc3)ccc21
→ 20 | 1
- Cc1ccc(-n2cnnn2)c(S(=O)(=O)N2CCOCC2)c1
→ 7 | -3
- O=C(NCc1ccco1)c1ccc(NC(=O)c2ccco2)cc1
→ 44 | 4
- Cc1nnc(SCC(=O)Nc2ccc(Br)cc2Cl)s1
→ 23 | -6
- Cn1c(=O)c2c(ncn2CC(O)CO)n(C)c1=O (configuration not stated)
→ -2 | -14
- CN(C)CC(=O)Nc1ccc2c(c1)[C@@H]1C[C@H](CC(=O)NCc3cccnc3)O[C@@H](CO)[C@@H]1O2
→ 0 | .
- Cc1ccc(C(C)C)cc1OCC(O)Cn1c(C)nc2ccccc21 (configuration not stated)
→ -2 | 0
- C[C@H](CO)N1C[C@H](C)[C@H](CN(C)Cc2ccc(C(=O)O)cc2)Oc2ccc(NC(=O)C3CCCCC3)cc2CC1=O
→ . | 0
- C[C@H](CO)N1C[C@H](C)[C@@H](CN(C)CC2CC2)Oc2ccc(NS(=O)(=O)c3cccs3)cc2CC1=O
→ 3 | .
- CCCN(C)C[C@H]1Oc2ncc(Br)cc2C(=O)N([C@H](C)CO)C[C@H]1C
→ 1 | .
- COc1cc(/C=C2\Oc3cc(O)cc(O)c3C2=O)cc(OC)c1O
→ . | 88*
- CCOC(=O)C1C(=O)C(=O)Nc2ccccc21 (configuration not stated)
→ -2 | -3
- NC(=NC(=O)c1cccc(C(F)(F)F)c1)c1ccc(C(F)(F)F)cn1
→ . | 1
- O=C(CSc1ncn[nH]1)Nc1nsc(-c2ccc(Cl)cc2)n1
→ 39 | 1

Pulled by compound from the list above, 5 records:
Values run as follows: mut p53 react | STK33 inh
- Cn1c(=O)c2c(ncn2CC(O)CO)n(C)c1=O (configuration not stated)
→ -2 | -14
- CCCN(C)C[C@H]1Oc2ncc(Br)cc2C(=O)N([C@H](C)CO)C[C@H]1C
→ 1 | .
- C[C@H]1CN([C@@H](C)CO)C(=O)CCCn2cc(nn2)CO[C@H]1CN(C)C(=O)Nc1ccc(C(F)(F)F)cc1
→ . | 0
- CCn1c(SCc2nc(-c3cccs3)no2)nnc1-c1c[nH]c2ccccc12
→ -12 | -5
- C[C@H](CO)N1C[C@H](C)[C@@H](CN(C)CC2CC2)Oc2ccc(NS(=O)(=O)c3cccs3)cc2CC1=O
→ 3 | .

Compound activity from PubChem.
